# Imprint erasure – induces erasure of genomic imprints in mouse ES cells | mouse ES Peg3-LacZ reporter, beta-gal luminescence, 40 h | Potency, µM (titrated, usually from 60.7 µM), for inactives: top-dose activity change, positive = activation, usual class: activators | 110,000 tested, 0.02% active;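 note: 0% = negative control wells on the plate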
#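 Imprint erasure is scored as LacZ activity from the silenced maternal Peg3 allele in feeder-free female ES cells cultured 40 h with LIF. Luminescence is normalized to in-plate negative controls and fitted to the Hill equation.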
# p53ts 39C kill – kills p53ts cells at the nonpermissive temperature; H1299-p53A138V viability at 39C, ATP luminescence, 24 h; Potency, µM (series often up to 46.1 µM), for inactives: at the top dose activity change, negative = cell killing, usual class: cytotoxic; 130,000 tested, 1.5% active; note: nearly all actives have a fitted effect of over 55% in size
# IkB sig inh – inhibitors of IkB signaling in ABC-DLBCL cells; ABC-DLBCL IkBa-CBG/CBR dual luciferase ratio, 4 h; response scale: scaled: untreated 0%, proteasome inhibitor 100%; Potency, µM (series often up to 57.1 µM), inactives show at the highest dose IkBa stabilization activation; 110,000 tested, 0.04% active; AID 445; active = well fitted curve in the direction sought with a large enough effect in the signal ratio, not every such curve was filed as active; inconclusive = small, poorly fitted or top-dose-only effect, or a change in a side signal; the % refers to the signal ratio;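 note: the direction sought is a rising ratio; 0% = basal untreated cells and 100% = reference inhibitor full response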
#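 Luminescence ratio of IκBα-fused green versus native red beetle luciferase in OCI-Ly3 cells, 4 h post-doxycycline with compound; red signal alone, scaled from basal (0%) to zero light (-100%), flagged nonspecific or cytotoxic effects.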
# p53ts 32C tox – kills p53ts cells at the permissive temperature | H1299-p53A138V at 32C, ATP luminescence viability, 24 h | Potency, µM (top dose mostly 46.1 µM), inactives show at the top dose activity change, negative = cytotoxicity, most hits filed as cytotoxic | 130,000 tested, 0.93% active;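 note: 0% = DMSO and -100% = full killing by reference compound; nearly all actives have a fitted effect of over 55% in size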
#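 Viability by ATPlite luminescence after 24 h compound treatment (up to 46 uM) at the permissive 32C. Cells are H1299 carrying p53 A138V. Scale runs from DMSO basal to 100 uM tamoxifen as full kill; AC50 from Hill fits.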
# * = called active by the depositor; u = inconclusive; x = not tested or not shown; [ ] = dose if it differs, or a comment. Unless noted, calls come from the whole dose curve; as a rule, active = well fitted curve in the direction sought with a large enough effect; inconclusive = small, poorly fitted or top-dose-only effect, or another doubt; inactive = no such curve, though single readings can be large; an effect the other way counts as inactive or inconclusive. Unless noted, % is set by controls: 0 for no effect and ±100 for the full control effect; potency is the fitted concentration of half-maximal effect.
no.	Molecule	Imprint erasure	p53ts 39C kill	IkB sig inh	p53ts 32C tox
1	CCOC(=O)c1ccc(CN(Cc2ccc(F)cc2)S(=O)(=O)c2ccc(F)c(C(=O)Nc3cc(Cl)ccc3OC)c2)cc1	-10%[10.9 µM]	-19%	2.0%	5%
2	Cc1ccc(S(=O)(=O)NCCc2csc(-c3cccc(F)c3)n2)cc1	-21%[10.9 µM]	16µM*	u	7%
3	CC(C)OCCCNC(=O)Cc1ccc(NC(=O)N2CCCCc3ccccc32)cc1	16%[10.9 µM]	5%	1.0%	-1%
4	O=C(CSc1ccccc1C(=O)O)Nc1cccc(C(=O)O)c1	-7%	-4%	u	-6%
5	Cc1ccc2c(=O)cc(C(=O)N(Cc3ccc(C(C)(C)C)cc3)C3CCS(=O)(=O)C3)oc2c1 (stereo not drawn)	7%[10.9 µM]	-3%	u	11%
6	COc1cccc(C2c3c(-c4ccccc4O)n[nH]c3C(=O)N2CCc2ccc(OC)c(OC)c2)c1 (stereo not drawn)	10%[10.9 µM]	u	u	-7%
7	CCOc1ccc2nc(N(Cc3cccnc3)C(C)=O)sc2c1	u	-21%	-5.3%	-5%
8	COc1cccc(Cn2c(-c3nonc3NC(C)=O)nc3ccccc32)c1	-4%[10.9 µM]	-27%	u	7%
9	CCOc1ccc(C2CC(=O)N(c3cccc(F)c3)C3=C2C(=O)OC3)cc1 (stereo not drawn)	10%[10.9 µM]	18%	u	-2%
10	Cc1cccc(-c2n[nH]c(=S)n2Cc2ccccc2)c1	x	19%	x	5%
11	CC(=O)c1ccc(NC(=O)CCC(=O)OCC(F)(F)C(F)F)cc1	-2%	-6%	-0.4%	3%
12	CCCOc1ccc(Oc2nc(NC)nc(N3CCOCC3)n2)nn1	-6%[10.9 µM]	-12%	u	1%
13	CC(C)(C)N1C(=O)[C@@H]2[C@H]3C(=CC[C@H]2C1=O)C(=O)[C@H]1O[C@H]1[C@H]3O	x	8%[9.22 µM]	x	17%[9.22 µM]
14	NCCN	5%	11%	0.7%	-7%[1.84 µM]
15	COC(=O)Cc1c(C)c2cc(Cl)c(OC(=O)c3ccco3)cc2oc1=O	-23%	14%	2.4%	5%
16	CCOc1ccc(-c2nc(C(N)=O)c3c(n2)n(-c2ccc4c(c2)OCO4)c(=O)n3CC)cc1	9%[10.9 µM]	u	-2.5%	5%
17	Cc1cn2c(=O)cc(COc3ccc(NC(=O)c4ccc(C(C)(C)C)cc4)cc3)nc2s1	-7%[10.9 µM]	-30%	-2.4%	1%
18	O=C(CSc1nc2ccccc2[nH]1)c1ccco1	-60%[inhibitor]	-22%	0.9%	-25%
19	Cc1ccc(CNC(=O)c2ccc(N3CCCC3)c(NC(=O)Nc3ccc(C)cc3)c2)cc1	3%[10.9 µM]	-28%	2.8%	-5%
20	CC(C)(C)NC(=O)c1ccc2c(c1)N(CC(=O)N1CCN(c3ccccc3F)CC1)C(=O)C(C)(C)O2	-9%	-13%	-0.2%	5%
21	COC(=O)c1[nH]c2cccc(OC)c2c1NC(=O)CN1CC2(C)CC1CC(C)(C)C2 (stereo not drawn)	-12%	9%	u	19%
22	Cc1ccnc(NS(=O)(=O)c2ccc(NS(=O)(=O)c3cccs3)cc2)n1	-2%	4%	-1.5%	4%
23	COc1ccccc1NC(=O)CN1C(=O)c2cccc3cccc1c23	12%[10.9 µM]	9%	0.8%	-10%
24	COc1cc(Cl)c(S(=O)(=O)N2CCN(Cc3ccc4c(c3)OCO4)CC2)cc1Cl	-11%	6%	8.6%	-4%
25	Cc1cc(S(=O)(=O)NCCN(C)C)c(C)s1	-16%	6%	-2.3%	3%

# Results in sequence from the list.
# IkB sig inh, entries 6 to 9: u, -5.3%, u, u
# p53ts 39C kill, entries 6 to 9: u, -21%, -27%, 18%
# Imprint erasure, entries 6 to 9: 10%[10.9 µM], u, -4%[10.9 µM], 10%[10.9 µM]

# Following part:
no.	Molecule	Imprint erasure	p53ts 39C kill	IkB sig inh	p53ts 32C tox
26	O=c1nc2c(-c3ccc(F)cc3Cl)n[nH]n2c2ccccc12	-25%[10.9 µM]	u	8.3%	-14%
27	CCOc1nc(-c2ccc(OC)cc2)ccc1-c1noc(-c2cc(OC)c(OC)c(OC)c2)n1	0%	-8%	2.0%	0%
28	OCCn1c(CSc2nnc(-c3ccco3)n2-c2ccccc2)nc2ccc(Cl)cc21	-5%	3%	u	-1%
29	CC(C)(Oc1ccc(Cl)cc1)C(=O)NCCCn1ccnc1	-10%	6%	0.2%	0%
30	Cc1cc(NO)nc(-c2ccc(Br)cc2)n1	-32%[inhibitor]	-1%	2.0%	-6%
31	Cc1ccc(CNC(=O)c2sc3nc(C)cc(C)c3c2-n2cccc2)cc1	-9%[10.9 µM]	16%	-0.5%	0%
32	N=C(N)[C@H](N=Nc1ccccc1)C(N)=O	-10%[10.9 µM]	0%[9.22 µM]	-0.6%[11.4 µM]	1%[9.22 µM]
33	O=C(COc1ccc(S(=O)(=O)N2CCCC2)cc1Cl)Nc1ccc2c(c1)OCO2	12%	5%	-4.5%	3%
34	CCSc1nc2n(n1)C(c1ccc(CC)cc1)C(C(=O)Nc1ccccc1OC)=C(C)N2 (stereo not drawn)	18%[10.9 µM]	-13%	-1.4%	2%
35	C=CCNC(=O)c1cccc(Br)c1	-3%	2%	2.6%	-4%
36	CCN(CC)S(=O)(=O)c1ccc(NC(=O)CN(c2ccccc2)S(=O)(=O)N(C)C)cc1	4%[10.9 µM]	5%	1.4%	4%
37	CC1CC(C)(C)N(C(=O)CN2C(=O)c3ccccc3C2=O)c2ccccc21 (stereo not drawn)	x	-1%	x	-26%
38	O=C(C1COc2ccccc2O1)N1CCN(c2nc3ccc(F)cc3s2)CC1 (stereo not drawn)	14%[10.9 µM]	-12%	u	-3%
39	CCOc1ccccc1NC(=O)C(NS(=O)(=O)c1cccc2nsnc12)c1ccccc1 (stereo not drawn)	-11%[10.9 µM]	24%	u	16%
40	Cc1cc(C(=O)NCc2ccccc2C)c2c(C)nn(-c3cccc(F)c3)c2n1	11%[10.9 µM]	-7%	0.8%	-9%
41	CCOC(=O)c1c(NC(=O)c2cc(CC(C)C)on2)sc(C(C)=O)c1C	-6%[10.9 µM]	-4%	-2.0%	1%
42	O=c1ccc(Cl)cn1Cc1ccccc1F	x	11%	x	5%
43	Cn1c(=O)c2c(nc(CN3CCN(c4cccc(Cl)c4)CC3)n2CCc2ccccc2)n(C)c1=O	-8%	12%	0.9%	14%
44	Nc1nnc(SCc2ccc(F)cc2)s1	-9%	-10%	-0.4%	-5%
45	COc1cccc(NC(=O)CSc2nnc(C)s2)c1	0%	-3%	0.6%	-5%
46	C/C=C/Cn1c(SCc2ccc(C)cc2)nc2c1c(=O)[nH]c(=O)n2C	x	-18%	0.2%	-23%
47	COc1ccc(Cc2nnc(NC(=O)c3cccc([N+](=O)[O-])c3)s2)cc1	x	-7%	x	-20%
48	CCOC(=O)c1c(OCC)[nH]c2c1cc(O)c1ccccc12	-10%	23%	u	12%
49	Cc1ccc2c(c1)c1c(c(=O)n(-c3ccccc3)c(=O)n1Cc1ccccc1C)n2C	7%[10.9 µM]	u	-1.2%	4%
50	Cc1nc2nc(SCC(=O)Nc3cccc(Cl)c3)nn2c(C)c1Cc1ccccc1	-8%[10.9 µM]	u	u	9%

# Grouped by structure, the entries above containing a furan ring, fused or not (three)
no.	Molecule	Imprint erasure	p53ts 39C kill	IkB sig inh	p53ts 32C tox
15	COC(=O)Cc1c(C)c2cc(Cl)c(OC(=O)c3ccco3)cc2oc1=O	-23%	14%	2.4%	5%
18	O=C(CSc1nc2ccccc2[nH]1)c1ccco1	-60%[inhibitor]	-22%	0.9%	-25%
28	OCCn1c(CSc2nnc(-c3ccco3)n2-c2ccccc2)nc2ccc(Cl)cc21	-5%	3%	u	-1%

# The results go on.
# Results follow in this order: Imprint erasure | p53ts 39C kill | IkB sig inh | p53ts 32C tox
(51) O=C(Nc1cccc(Cl)c1)c1cc(-c2ccc3c(c2)OCO3)on1
    -49%[inhibitor][10.9 µM] | -23% | u | -21%
(52) Cc1cc(C)c(C)c(S(=O)(=O)Nc2ccc(O)cc2)c1C
    -5% | -5% | u | -5%
(53) COC(=O)c1cc(OC)c(OC)cc1NC(=O)c1ccccc1
    -3% | -2% | 0.0% | 10%
(54) CCc1ccc(C2=CC(c3cccc(C)c3)n3c(nc4ccccc43)N2)cc1 (stereo not drawn)
    -17%[10.9 µM] | 5µM* | u | 8.9µM*
(55) C[C@@H](CNC(N)=O)NC(N)=O
    -10%[10.9 µM] | -1%[9.22 µM] | 0.3%[11.4 µM] | 3%[9.22 µM]
(56) NCCc1nnc(SCc2ccc(F)cc2)o1
    -12% | 1% | 0.0% | 0%
(57) COc1ccc(C(O)CNc2ccc(C)cc2)cc1 (stereo not drawn)
    -8% | -5% | 1.7% | 8%
(58) CC(=O)c1cccc(NCc2ccccc2-c2nnc(-c3ccccc3)o2)c1
    9%[10.9 µM] | -9% | 11% | -6%
(59) Cc1ccc(OCc2cc(=O)n3ccsc3n2)c(NC(=O)c2ccco2)c1
    -5%[10.9 µM] | 3% | -1.2% | 14%
(60) CCNc1ncc2nc(-c3ccccc3)c(=O)n(C3CC3)c2n1
    x | -2% | -4.0%[11.4 µM] | -8%
(61) COc1ccc(N(C)C(=O)CCS(=O)(=O)c2cccc3nsnc23)cc1
    -6%[10.9 µM] | 21% | -0.1% | -5%
(62) CCCCOC(=O)c1c(N)n(-c2ccc(OC)cc2OC)c2nc3ccccc3nc12
    -10%[10.9 µM] | 10% | u | 9%
(63) CCc1nnc(NC(=O)CCN2C(=O)c3ccccc3S2(=O)=O)s1
    3% | -8% | 0.6% | 1%
(64) COc1ccc(C(CNC(=O)c2ccc(C)cc2)N2CCOCC2)cc1 (stereo not drawn)
    -3%[10.9 µM] | -17% | -0.3% | u
(65) Cc1cc(NC(=O)Cc2cn3ccsc3n2)n(-c2ccccc2)n1
    -4% | 5% | 0.1% | 1%
(66) COc1cc(-c2nnc(SCC(=O)Oc3ccccc3)o2)cc(OC)c1OC
    -3%[10.9 µM] | -1% | 6.0% | 1%
(67) CN1CCC(N(C)C(=O)COc2ccccc2-c2ccccc2)CC1
    -16% | 0% | 5.5% | -2%
(68) CC(C)(C)N1C(=O)c2ccc(C(=O)NCc3ccco3)cc2C1=O
    -12% | 6% | 0.1% | 7%
(69) CC(C)NC[C@@H](O)COc1ccc(CCOCC2CC2)cc1
    -2% | -16% | 0.0% | -6%
(70) COc1ccc(N2CCN(C(=O)c3cc4c(-c5ccccc5F)nn(C)c4s3)CC2)cc1
    -8%[10.9 µM] | 5% | -0.6% | 1%
(71) CCOc1ccccc1NC(=O)c1ccccc1-c1nc(-c2ccccc2OC)no1
    -28% | -13% | u | -20%
(72) Cc1cc(C(=O)N[C@@H](c2ccccc2)[C@]2(C)C[C@H]2[C@@H](C)C(=O)Nc2ccc3ccccc3c2)n(C)n1
    5% | -3% | x | 14%
(73) CC(C)N(Cc1ccccc1)C(=O)CN1C(=O)COc2ccc(S(=O)(=O)N3CCCCCC3)cc21
    -22%[10.9 µM] | -1% | -0.9% | 18%
(74) CC1Cc2ccccc2N1C(=O)COC(=O)Cn1cnc2ccccc2c1=O (stereo not drawn)
    -6% | 8% | -0.2% | 8%
(75) CN(C)c1nc(N)nc(CSc2nnnn2-c2cccc3ccccc23)n1
    -24% | -21% | 3.5% | -14%
(76) CCC1=C(OC(=O)N(CC)CC)N2C(=O)OC(=NCc3ccccc3)[C@]2(C)[C@H]2C1=CC[C@H]1C(=O)N(CC)C(=O)[C@H]12
    -14% | -1% | x | 6%
(77) CCc1ccccc1Nc1cc(C(=O)NCc2ccc(C)cc2)c2ccccc2n1
    -17%[10.9 µM] | 14% | u | 0%
(78) CC(O)CNc1nc2c(c(=O)n(C)c(=O)n2C)n1Cc1cccc(Br)c1 (stereo not drawn)
    -11% | -9% | 3.0% | -3%
(79) COc1ccc(Cl)cc1NC(=O)CCCN1C(=O)C(c2ccccc2)Oc2cccnc21 (stereo not drawn)
    -21%[10.9 µM] | -4% | 4.6% | -6%
(80) Cc1ccc(-n2c(=O)c3oc4ccccc4c3n(CC(=O)Nc3ccccc3)c2=O)cc1C
    -5%[10.9 µM] | -3% | u | -2%
(81) COc1cc(C2C(C#N)=C(C)NC3=C2C(=O)c2ccccc23)cc(OC)c1OC (stereo not drawn)
    -27% | -19% | u | -3%
(82) CCCCCCn1nnc2sc(-c3ccccc3)cc2c1=O
    8%[10.9 µM] | 10% | u | 2%
(83) Cc1ccc(-c2ccc(/C=N/n3cnnc3)o2)cc1Cl
    -10% | -10% | 0.3% | -11%

# Compound activity (PubChem)
